AGP1 TOR yeast: modulators of AGP1-GFP expression in yeast TOR pathway, primary screen, cell-based, multiplex flow cytometry, S. cerevisiae, MLPCN library; 3 h; GFP as percent of DMSO wells; GFP response vs DMSO, % at 10 µM; 320,000 tested, 0.02% active;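 active = GFP response relative to DMSO above a set limit, near screen average plus 3 SD, cut at about 150% in these data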;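 note: median GFP channel fluorescence of the gated AGP1 strain per well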
CIT2-GFP yeast: modulators of CIT2-GFP expression in yeast, primary screen, S. cerevisiae, GFP fusion, multiplex flow cytometry, MLPCN library. S. cerevisiae CIT2-GFP strain, 3 h; 100 means same as DMSO wells. GFP response vs DMSO, % at 10 µM. 320,000 tested, 0.065% active;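 active = GFP response relative to DMSO above a set limit, near the screen mean plus 3 SD, cut at about 150% in these data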;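 note: ratio of well median GFP fluorescence to mean of DMSO wells on the plate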
GRK2 inh: compounds blocking aptamer binding on GRK2 – biochemical, human GRK2, bead flow cytometry, HTS, primary screen; FAM-aptamer displacement from GRK2; inhibition of aptamer binding, % at 10 µM; 330,000 tested, 0.59% active; AID 488847, 2010;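 active = inhibition of aptamer binding above 40%, roughly 3 SD of noise, on plates passing a quality check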;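 note: median bead fluorescence of bound FAM aptamer so fluorescent compounds give negative values; no value below 0 was filed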
MCL1 BIM primary: inhibitors of MCL1 binding to BIM-BH3, primary screen, biochemical, fluorescence polarization; inhibition, % at 10.9 µM; 320,000 tested, 0.68% active; GST-MCL1 / FITC-Bim-BH3 fluorescence polarization; Induced myeloid leukemia cell differentiation protein Mcl-1 (Homo sapiens), Q07820; AID 2057, 2009;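 active = inhibition above the mean inhibition of all tested compounds plus 3 SD, set per campaign, cut at about 40% in these data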;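 note: 0% = DMSO wells and 100% = unlabeled Bim-BH3 peptide control; higher means more loss of mP so more displacement of Bim peptide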
Target sequence (Q07820 whole entry, looked up): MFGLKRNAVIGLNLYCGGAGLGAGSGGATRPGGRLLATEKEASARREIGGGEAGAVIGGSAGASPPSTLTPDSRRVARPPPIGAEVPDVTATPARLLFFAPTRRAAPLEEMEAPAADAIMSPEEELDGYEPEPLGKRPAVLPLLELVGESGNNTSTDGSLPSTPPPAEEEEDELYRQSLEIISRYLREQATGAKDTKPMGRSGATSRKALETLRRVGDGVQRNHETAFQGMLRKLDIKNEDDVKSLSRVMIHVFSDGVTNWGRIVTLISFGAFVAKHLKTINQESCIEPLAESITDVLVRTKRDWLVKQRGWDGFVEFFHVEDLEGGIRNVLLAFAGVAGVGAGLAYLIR
Fam108B inh: mouse Fam108B serine hydrolase inhibitors, primary screen, counter-screen for RBBP9 inhibitor project, biochemical, fluorescence polarization. recombinant Fam108B, FP-Rh probe fluorescence polarization. inhibition, % at 9.51 µM. 300,000 tested, 0.33% active;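 active = inhibition above the screen mean inhibition plus 3 SD, computed separately per campaign, cut at about 18% in these data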;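 note: inhibitors lower polarization as less probe binds the enzyme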
GLD-1 RNA inh: GLD-1/TGE RNA complex disruptors, primary screen, biochemical, fluorescence polarization; Female germline-specific tumor suppressor gld-1 (Caenorhabditis elegans), Q17339; purified GLD-1 + fluorescein TGE RNA; inhibition, % at 5.96 µM; 320,000 tested, 0.44% active;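 active = percent inhibition above a per-plate cutoff, the plate mean of test compounds plus 3 SD, cut at about 30% in these data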;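 note: 0% = DMSO wells with GLD-1 and probe and 100% = wells lacking GLD-1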
MEX-5 binding: MEX-5 zinc finger RNA-binding disruptors – biochemical, C. elegans, fluorescence polarization, MLPCN library, primary screen; Zinc finger protein mex-5 (Caenorhabditis elegans), Q9XUB2; MEX-5/FITC-TCR2 RNA binding; stronger effect = lower value; activity score (negative = inhibition of binding), % at 10 µM; 300,000 tested, 0.38% active; AID 1832, 2009;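 active = inhibition past about -25% in most replicates, and total fluorescence under double the plate's negative control median, limit read from the data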;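 note: 0% = DMSO and -100% = 5 µM competing unlabeled TCR2 RNA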
Target sequence (Q9XUB2 whole entry, looked up): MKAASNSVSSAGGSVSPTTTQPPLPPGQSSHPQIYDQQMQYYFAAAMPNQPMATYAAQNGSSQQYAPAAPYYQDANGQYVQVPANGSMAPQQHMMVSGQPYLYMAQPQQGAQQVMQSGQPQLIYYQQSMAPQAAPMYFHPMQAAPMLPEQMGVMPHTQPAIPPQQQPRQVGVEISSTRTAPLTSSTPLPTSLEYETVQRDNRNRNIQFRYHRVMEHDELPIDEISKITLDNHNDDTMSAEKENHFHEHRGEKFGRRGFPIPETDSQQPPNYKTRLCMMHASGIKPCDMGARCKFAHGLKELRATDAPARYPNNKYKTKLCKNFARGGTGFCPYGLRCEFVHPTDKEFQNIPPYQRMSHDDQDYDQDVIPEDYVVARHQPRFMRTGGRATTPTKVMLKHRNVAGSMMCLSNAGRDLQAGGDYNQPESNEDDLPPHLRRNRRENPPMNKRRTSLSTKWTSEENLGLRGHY
BCLXL inh: inhibitors of human Bcl-xL, primary screen, biochemical, fluorescence polarization, HTS. inhibition, % at 10.9 µM. GST-Bcl-xL / FITC-Bim BH3 peptide fluorescence polarization. AID 2129, 2009. Bcl-2-like protein 1 (Homo sapiens), Q07817. 320,000 tested, 0.7% active;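 active = inhibition above the mean of all tested compounds plus 3 SD, cutoff set per campaign, cut at about 30% in these data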;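 note: 0% = DMSO wells and 100% = unlabeled Bim-BH3 peptide competitor; inhibitors lower millipolarization by displacing the labeled peptide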
Target sequence (Q07817 whole entry, looked up): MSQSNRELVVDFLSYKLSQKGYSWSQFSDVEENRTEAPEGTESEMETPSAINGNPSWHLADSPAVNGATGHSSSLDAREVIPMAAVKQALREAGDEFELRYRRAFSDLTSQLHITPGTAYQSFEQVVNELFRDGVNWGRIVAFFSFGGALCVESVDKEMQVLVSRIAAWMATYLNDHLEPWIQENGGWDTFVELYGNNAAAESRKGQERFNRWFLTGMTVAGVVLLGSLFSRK
VLA-4 inh: inhibition in human VLA-4 binding assay, primary screen, VLA-4 allosteric modulator project, MLPCN library, flow cytometry, VLA-4 expressing cells. Integrin alpha-4 (Homo sapiens), P13612. ligand binding flow cytometry. inhibition, % (about 7 µM as worked out from the volumes in the protocol). 330,000 tested, 0.2% active; in the data active = inhibition above about 50%
* hit, by the source's call; / = no result given. The order is random; about 2.2% have a hit in one of these screens.

SMILES	AGP1 TOR yeast	CIT2-GFP yeast	GRK2 inh	MCL1 BIM primary	Fam108B inh	GLD-1 RNA inh	MEX-5 binding	BCLXL inh	VLA-4 inh
O=C(CNC(=O)C1CCCCC1)NCc1ccco1	97	102	3	0	2	2	-0.4	0	3
COC(=O)Cc1ccc(NC(=S)N2CCN(c3ccc(F)cc3)CC2)cc1	104	102	2	-12	-3	-14	0.0	-3	-7
CC(=O)Oc1ccc(N(c2ccccc2)S(=O)(=O)c2ccc(C)cc2)cc1	104	101	0	2	0	2	0.2	1	3
CNC(=S)N(Cc1ccc(OC)cc1)Cc1cc2cccc(C)c2[nH]c1=O	104	/	0	11	5	10	0.2	4	1
CCn1c(CNc2ccccc2Cl)nnc1SCC(=O)NCc1ccccc1	101	100	0	5	0	9	-0.5	5	10
COc1ccccc1C1Nc2cccc3cccc(c23)N1	98	101	0	24	2	-1	-4.0	16	6
COC(=O)c1cc(S(=O)(=O)N2CCOCC2)ccc1Sc1ccccc1N	95	90	3	-1	7	6	2.0	5	-4
CCC(=O)OCc1cc(=O)oc2ccc3ccccc3c12	97	97	3	2	3	-4	1.6	3	1
Cc1ccc(C(=O)NC(c2ccccc2)C(Cl)Cl)cc1 (centres undefined)	113	105	1	-9	-1	0	-0.5	-3	-6
CC(/C=N/Nc1nc(C)cc(=O)[nH]1)=C\c1ccccc1	99	103	0	4	0	7	-1.8	0	-6
Cc1ccccc1C(=O)N1CCN(c2ccc(N3CCOCC3)nn2)CC1	98	90	1	-7	-2	4	-1.9	0	6
CCOC(=O)c1c(-c2ccccc2)oc2ccc(OCC(O)CN(C)C)cc12 (centres undefined)	97	103	0	4	-2	6	3.0	6	11
Cc1nc(N)sc1N=Nc1c(C)n(C)n(-c2ccccc2)c1=O	103	104	4	3	-1	3	-1.6	1	1
CC(C)c1ccc2[nH]c3nc(SCC(=O)NC4CC4)nnc3c2c1	97	93	0	3	-5	-1	-0.5	2	-3
S=C(NCCCc1ccccc1)Nc1ccc(Br)cc1	78	98	0	/	/	/	/	/	6
CCOc1ccc(NC(=O)CSc2nnc(Cc3cccn3C)n2-c2ccc(F)cc2)cc1	102	102	2	-10	-5	6	0.0	-3	28
O=c1[nH]c(SCCOc2ccccc2)nc2ccccc12	104	104	0	1	-4	3	0.1	5	2
CC(C#CCN1CCCCC1)OCCOCc1ccccc1 (centres undefined)	95	89	1	7	-5	3	1.5	8	22
NCCCn1c(C(=O)c2cc(Cl)c(N)c(Cl)c2)c2ccccc2[n+]1[O-]	97	96	0	0	5	0	0.1	6	-7
Cc1cccc(OCC(=O)OC(C)C(=O)Nc2ccc(Cl)cn2)c1 (centres undefined)	113	102	0	-5	1	3	-0.4	-3	37

Three entries out of the list above, arranged by the value under MEX-5 binding, rising:
mol	AGP1 TOR yeast	CIT2-GFP yeast	GRK2 inh	MCL1 BIM primary	GLD-1 RNA inh	MEX-5 binding	BCLXL inh	VLA-4 inh
Cc1ccccc1C(=O)N1CCN(c2ccc(N3CCOCC3)nn2)CC1	98	90	1	-7	4	-1.9	0	6
CCOc1ccc(NC(=O)CSc2nnc(Cc3cccn3C)n2-c2ccc(F)cc2)cc1	102	102	2	-10	6	0.0	-3	28
CCOC(=O)c1c(-c2ccccc2)oc2ccc(OCC(O)CN(C)C)cc12 (centres undefined)	97	103	0	4	6	3.0	6	11

Next section
SMILES	AGP1 TOR yeast	CIT2-GFP yeast	GRK2 inh	MCL1 BIM primary	Fam108B inh	GLD-1 RNA inh	MEX-5 binding	BCLXL inh	VLA-4 inh
CS(=O)(=O)N1CCN(c2ccccc2NC(=O)c2cccs2)CC1	88	86	0	2	-2	0	-1.1	3	5
COc1ccc(-c2cc(N3CCCC3)n3ncnc3n2)cc1	97	93	0	6	-1	14	1.7	5	0
Cc1ccc(Sc2cnn(-c3ccccc3)c(=O)c2Cl)cc1	95	100	4	6	4	5	0.4	2	-5
CC(=O)CCC(=O)N1CCC(n2nccc2NC(=O)c2ccccc2C)CC1	100	/	2	0	-4	0	-2.1	3	4
CCn1c(=Nc2ccc(N3CCOCC3)cc2)ccc2ccccc21	113	126	2	5	0	-3	2.7	2	30
COc1cc(/C=N/NC(=O)c2cc(-c3ccc4c(c3)OCO4)n[nH]2)ccc1O	100	111	1	16	6	5	-2.5	5	8
COc1ccc(Cl)cc1NC(=S)NCCO	98	99	1	6	3	-1	2.0	4	-4
OCC1(Cc2ccc(Cl)cc2)CCN(Cc2ccc3nsnc3c2)CC1	107	103	0	0	1	7	1.1	3	15
CCCCOc1ccc(C(=O)NCC(=O)NCC(c2ccc(F)cc2)N2CCOCC2)cc1 (centres undefined)	106	91	0	-2	2	4	-1.4	-1	10
CCC(C)(C(=O)NC1CCCC1)N(C(=O)c1ccccn1)c1ccccc1 (centres undefined)	108	112	1	2	2	7	0.4	2	-1
Cc1ccc(CSC2=Nc3ccccc3C3=NC(=O)CN23)cc1	94	90	8	-4	-1	-2	-0.6	-2	5
COc1ccc([C@H]2CC(=O)C=C(c3cc(C)ccc3F)C2)cc1	95	103	2	4	/	-1	/	5	-8
CCOC(=O)N1N=C(c2ccc(OC)cc2)CC1(O)C(F)(F)F (centres undefined)	98	99	2	10	2	4	-3.0	4	1
CCOc1ccc(OCC)c(Nc2cc(C)nc3ncnn23)c1	105	108	0	0	4	-4	-0.4	1	-17
Cc1cc(N2CCCC2)ccc1/C=C1\NC(=S)N(C)C1=O	102	101	0	-163	-20	-97	7.1	-50	-83
CCOc1cc2[nH]c(=S)n(CC3CCCN3CC)c(=O)c2cc1OCC (centres undefined)	105	/	0	12	3	2	1.0	1	1
O=C(NCc1ccccc1Cl)C(=O)NCC1OCCN1S(=O)(=O)c1ccc(F)cc1 (centres undefined)	94	92	1	2	4	2	4.9	2	19
O=C(CSC1=NCCS1)Nc1nc(-c2ccccc2)cs1	89	105	0	3	-4	-1	1.6	1	0
COc1ccc(CCNC(=O)c2ccc(CN3CCC(Cc4ccccc4)CC3)cc2)cc1OC	/	/	0	17	6	-1	-0.6	10	-2
CC(C)NS(=O)(=O)c1ccc(NC(=O)Cc2cccs2)cc1	89	87	14	5	-2	-5	2.4	1	-9
Cn1c(=O)c2c(nc(CN3CCN(C(c4ccccc4)c4ccccc4)CC3)n2CCCO)n(C)c1=O	107	99	3	6	-3	-1	1.6	6	23
NC(=O)Nc1n[nH]c(-c2ccccc2)n1	101	94	0	/	/	/	0.4	/	-8
N#C/C(=C/c1ccc(N2CCOCC2)o1)C(=O)NC1CCCCC1	93	106	0	-192	-2	-193	43	-139	3
CSCC[C@H](NC(=O)c1cccs1)c1nnc2ccccn12	91	93	0	0	0	1	-1.2	0	-4
CCN(CC)CCN(CC(=O)N(C1CCCCC1)C1CCCCC1)C(=O)c1cccnc1	118	110	1	-3	2	-6	-0.6	6	3
O=C(Nc1cccc(Cl)c1)Nc1cccc(C(=O)O)c1	97	88	6	6	2	4	-1.8	0	0
Cc1ccc(Nc2c3c(nc4ncnn24)CCC3)cc1	107	104	6	3	-5	1	-1.2	2	-4
CC(C)(C)OC(=O)C[C@@H]1C/C=C\C[C@@H](CC(=O)N[C@H](CO)Cc2ccccc2)C(=O)N2CCC[C@@H]2COC1=O	100	92	0	/	/	0	/	/	-1
O=C(O)c1ccc(CNC(=O)c2ccc3c(c2)C(=O)N(Cc2cccnc2)C3=O)cc1	96	104	0	/	/	/	/	/	-2
COc1n[nH]c2nncnc12	103	101	0	5	0	8	1.0	1	0
COc1ccc(CN(C)S(=O)(=O)c2c(C)noc2C)cc1OC	97	91	1	0	/	-1	/	6	8
CN(c1ccccc1C(=O)Nc1cccc(Br)c1)S(=O)(=O)c1ccccc1	98	97	0	-3	-6	2	0.4	1	1
Cc1cc(C)c(C#N)c(Sc2ccc(N)cc2)n1	93	95	3	-1	4	1	-0.9	0	20
CCCC(C(=O)NC(C)(C)C)N(CCN1CCOCC1)C(=O)CNS(=O)(=O)c1ccccc1 (centres undefined)	100	97	2	12	0	6	0.7	9	-2
O=C(c1ccc(S(=O)(=O)c2ccccc2Cl)c([N+](=O)[O-])c1)N1CCN(Cc2ccccc2)CC1	113	107	4	3	2	4	1.6	9	8
O=C(NCc1ccc(Cl)cc1)c1nccnc1CO	96	106	0	/	/	/	0.3	/	4
COc1ccc(S(=O)(=O)Nc2nc(C(F)(F)F)cs2)cc1	92	96	4	5	1	2	-1.5	2	12
Nc1ncnc2c1ncn2[C@@H]1O[C@H](CNCc2ccc(-n3cccn3)cc2)[C@@H](O)[C@H]1O	85	89	2	/	/	1	/	/	28
COC(=O)CSc1nc2cc(C)cc(C)c2cc1C#N	104	101	2	-3	0	4	1.0	4	-8
CCCC(=O)c1c(C)c2ccccc2n1C	102	100	4	-9	-1	-4	2.1	-5	25
CN1CCN(C(=O)c2cc(-c3ccccc3)on2)CC1	96	93	0	2	5	11	-0.2	1	0
CC(C)C(NS(=O)(=O)c1ccc2c(c1)oc(=O)n2C)C(=O)N1CCN(Cc2ccccc2)CC1 (centres undefined)	99	99	0	3	-2	2	/	-2	5
CCCCc1ccc(NC(=O)c2ccc(N(C)S(C)(=O)=O)cc2)cc1	106	79	0	5	4	-1	0.1	2	8
OCC[C@H]1C[C@@H](O)[C@H](O)[C@@]2(OCc3ccccc32)O1	/	/	/	-6	-1	18	/	-1	/
c1ccc2c(-c3nnc4n3CCCCC4)cc(-c3ccncc3)nc2c1	92	93	0	10	3	1	1.0	1	1
O=C1CC(/C=C/c2ccncc2)=Nc2ccccc2N1	92	110	5	10	2	8	-4.2	8	-22
O=C(NCCN1CCOCC1)c1ccc(NS(=O)(=O)c2cccc([N+](=O)[O-])c2)cc1	95	83	0	-1	0	3	0.3	4	0
COc1ccc(OCC(=O)NC(=O)c2ccccc2OC)c([N+](=O)[O-])c1	105	98	0	-1	6	10	-1.1	3	-6
O=C(Nc1ccc2cn[nH]c2c1)c1ccc(Cl)c(S(=O)(=O)N2CCOCC2)c1	97	92	4	-3	-7	2	-1.1	1	-19
COc1ccc(-c2ccc(SCc3cccnc3)nn2)cc1OC	86	87	0	-3	-1	-13	-0.3	7	9
Remaining list, next part
SMILES	AGP1 TOR yeast	CIT2-GFP yeast	GRK2 inh	MCL1 BIM primary	Fam108B inh	GLD-1 RNA inh	MEX-5 binding	BCLXL inh	VLA-4 inh
NC(=O)CC(NC(=O)c1ccccc1)c1ccc(NC2CCCCCCC2)c([N+](=O)[O-])c1 (centres undefined)	107	103	0	-11	-3	5	-4.0	-5	19
COc1ccc(Cc2nnc(SCC(=O)c3ccc4c(c3)NC(=O)CO4)o2)cc1	91	88	0	-2	-3	-1	0.7	-8	11
CCN(c1ccccc1)S(=O)(=O)c1ccc(OC)c(NC(=O)Cc2ccccc2OC)c1	103	99	3	-25	/	5	/	-16	23
COc1ccc(-c2nnn(CC(=O)N(CCCO)C(C(=O)NC3CCCC3)c3ccncc3)n2)cc1 (centres undefined)	103	98	0	4	4	6	2.9	5	1
O=C(CC(NC(=O)OCc1ccccc1)C(=O)O)OCc1ccccc1 (centres undefined)	84	91	4	0	-4	-2	-1.0	7	7
